Screening data from PubChem BioAssay.
DT40 TDP1 no CPT: qHTS for Inhibitors of human tyrosyl-DNA phosphodiesterase 1 (TDP1): qHTS in cells in absence of CPT | DT40 Tdp1-/- hTDP1 cells, no CPT, ATP luminescence, 48 h | Potency, µM (doses to about 46.2 µM), for inactives: top-dose activity change, negative = growth inhibition, hits mostly inhibitors | 15% of 420,000 active | AID 686978, 2013; also: nearly all actives have a fitted effect of over 55% in size
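Seeded 400 DT40-hTDP1 cells/well (vehicle DMSO, no 20 nM CPT); pinned compounds; ≥48 hr at 37 °C; CellTiter-Glo luminescence as viability measure.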
TDP1 inh: TDP1 (human) enzyme inhibition; recombinant TDP1, AlphaScreen DNA substrate cleavage; Potency, µM (doses to about 130 µM), inactives show at the top dose activity change, negative = inhibition, most hits filed as inhibitors; 0.28% of 350,000 active; also: nearly all actives have a fitted effect of over 40% in size
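Steps: enzyme plus compound, 15 min RT; add biotin/phosphotyrosine-FITC oligonucleotide (15 nM final), react 5 min; add donor/acceptor beads (10 ug/ml final), 10 min; read AlphaScreen. Tdp1 at 1 nM final.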
KAT2A inh: blocks human GCN5L2 histone acetyltransferase; GCN5L2 HAT assay, ThioGlo1 CoA-SH fluorescence; Potency, µM (highest dose often 58.9 µM), without a hit: at the highest dose activity change, negative = inhibition, usual class: inhibitors; 0.21% of 390,000 active; AID 504327
Target sequence (Q92830 whole entry, looked up): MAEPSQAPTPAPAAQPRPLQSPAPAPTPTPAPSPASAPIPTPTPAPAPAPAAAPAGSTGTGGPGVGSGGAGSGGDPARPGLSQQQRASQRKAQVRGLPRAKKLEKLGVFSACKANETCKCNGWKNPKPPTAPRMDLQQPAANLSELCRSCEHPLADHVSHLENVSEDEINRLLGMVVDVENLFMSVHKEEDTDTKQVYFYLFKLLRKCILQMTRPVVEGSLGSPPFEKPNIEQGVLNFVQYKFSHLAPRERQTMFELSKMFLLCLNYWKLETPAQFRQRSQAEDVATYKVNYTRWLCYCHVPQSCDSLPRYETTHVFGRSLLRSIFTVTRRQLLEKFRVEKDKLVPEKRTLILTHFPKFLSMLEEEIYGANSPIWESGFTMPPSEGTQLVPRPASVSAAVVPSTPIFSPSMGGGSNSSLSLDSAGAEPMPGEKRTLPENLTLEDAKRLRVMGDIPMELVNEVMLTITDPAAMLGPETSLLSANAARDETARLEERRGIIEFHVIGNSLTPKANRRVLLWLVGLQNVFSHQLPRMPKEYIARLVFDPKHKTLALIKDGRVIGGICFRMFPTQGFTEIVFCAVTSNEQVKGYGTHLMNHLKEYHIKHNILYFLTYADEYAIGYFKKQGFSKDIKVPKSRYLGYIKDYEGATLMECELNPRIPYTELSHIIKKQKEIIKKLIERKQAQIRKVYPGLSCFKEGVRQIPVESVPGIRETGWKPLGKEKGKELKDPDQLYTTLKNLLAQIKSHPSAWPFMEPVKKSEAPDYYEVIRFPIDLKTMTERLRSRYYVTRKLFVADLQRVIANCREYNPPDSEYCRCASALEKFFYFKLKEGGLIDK
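GCN5L2 (20nM final) in 50mM HEPES, 0.1mM EDTA pH 7.5, 0.01% Tween-20 was preincubated 15 min at room temperature with compound, then given ThioGlo1 (50uM), H3(1-25) peptide (75uM) and acetyl-CoA (70uM); CoA-thiol fluorescence (Ex340/Em540) was read at 0 and 20 min.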
Active calls of the source: *; ? = inconclusive; . = not tested or not shown; [ ] = dose if it differs, or a comment. Calls follow the shape of the dose curve; as a rule, active = well fitted curve in the direction sought with a large enough effect; inconclusive = small, poorly fitted or top-dose-only effect, or another doubt; inactive = no such curve, though single readings can be large; an effect the other way counts as inactive or inconclusive. % is scaled to controls: 0 for no effect and ±100 for the full control effect; potency is read from the fitted curve at half-maximal effect. A portion of the library; count on the stated rates, not on these rows.

structure | TDP1 inh | DT40 TDP1 no CPT | KAT2A inh
CCn1c(C)cc(C(=O)COC(=O)c2cccnc2SC)c1C | 9% | ? | -5%
Cc1ccccc1NS(=O)(=O)c1ccc(C)c(NS(C)(=O)=O)c1C | 11% | -8% | -2%
COc1ccc(C(=O)Nc2nc(-c3nnn(-c4ccc(C(C)C)cc4)c3C)ns2)cc1 | 3% | 16µM* | -5%
Cc1ccc2[nH]c(C)c(/C=C/c3cc[n+](C)cc3)c2c1 | . | 2.6µM* | -9%
Cc1cccc(Oc2ccc3c(c2)cc(C(=O)O)n3C)c1 | 4% | 17% | -11%
NS(=O)(=O)c1ccc(CCNC(=O)CNCCc2ccc(C(F)(F)F)cc2)cc1 | . | ? | -7%
Cc1ccc(-n2nc3c(c2NC(=O)CC(C)C)CS(=O)(=O)C3)c(C)c1 | . | -1% | -3%
CCNc1nc(SC)nc(N(C#N)CC(=O)OC)n1 | 0% | -28% | 1%
COCCn1c(SCC(=O)c2c(N)n(C3CC3)c(=O)[nH]c2=O)nc2ccccc21 | 0%[56.1 µM] | 2% | 3%
CC(=O)c1cccc(NC(=O)C2CC(=O)N(c3ccc4c(c3)OCCO4)C2)c1 (stereo unspecified) | 0% | -3% | -7%
CCN(CC)Cc1c(C(=O)N/N=C/c2cccnc2)nnn1-c1nonc1N | 12%[0.0935 µM] | -17% | -13%
Cc1ccc2ccc[n+](Cc3ccccc3)c2c1 | 1% | 9.2µM* | -4%
COc1ccc(C2=C(SC)CC2=NC(C)(C)C)cc1 | -3% | ? | -9%
CCN=C1SC(CC(=O)Nc2ccc(C(F)(F)F)cc2)C(=O)N1CC (stereo unspecified) | 1% | -28% | 0%
Clc1ccc(-c2cnc3ccccc3n2)cc1 | 3% | -24% | -5%
O=C(O)CCCC(=O)N1CCN(c2ncccn2)CC1 | -4% | -5% | 0%
O=C(Nc1ccc(N2CCN(C(=O)c3ccc(Cl)cc3)CC2)cc1)c1ccc(Br)o1 | 7% | ? | -26%
O=C1CN(C(=O)COC(=O)c2ccc(Cl)cc2)c2ccccc2N1 | -13% | -6% | 1%
CCc1cccc(OCC(O)Cn2c(N3CCCCC3)nc3c2c(=O)[nH]c(=O)n3C)c1 (stereo unspecified) | 4% | 7.3µM* | -20%
C[C@@H](O)C1NC(=O)[C@H](CCCCN)NC(=O)c2cc([N+](=O)[O-])cc(I)c2OCC[C@@H](C(N)=O)NC1=O (stereo partly specified) | 4% | -2% | -2%
COCCN(C(=O)CNC(=O)c1ccco1)C(C(=O)NC1CCCC1)c1cccs1 (stereo unspecified) | 0% | -6% | -2%
COc1ccc(-c2noc(CSCC(=O)Nc3cccc(C(F)(F)F)c3)n2)cc1OC | 6% | -19% | -8%
Cc1cc(Br)c(NC(=O)c2ccccc2[N+](=O)[O-])cc1C | -3% | ? | -8%
CCNC(=O)C12CCC(C)(c3nc4cc(C)c(C)cc4nc31)C2(C)C (stereo unspecified) | -4% | ? | -7%
Nc1ccc(SCc2nc3cccc4c3n2CCC4)cc1 | . | -13% | 7%
COc1ccc(NC(C)=O)cc1CNC(=O)COc1ccccc1C(=O)Nc1cccc(C)c1C | . | 4.1µM* | -12%
CC1=C(C(=O)NCc2cccc(F)c2)C2(CCCCCC2)OC1=O | -4% | -25% | -4%
CC(=O)c1ccc(N2CCN(C(=S)Nc3cc(C)ccc3C)CC2)cc1 | 2% | ? | -2%
CCOC(=O)c1ccc(Oc2nc(NC(C)(C)C)nc(N(C)C)n2)cc1 | -1% | 21µM* | -4%[0.501 µM]
Cc1nn(Cc2ccc(F)cc2)c(C)c1NC(=O)CCCn1nc([N+](=O)[O-])cc1C | 2% | 24% | -1%
COc1cc2ncnc(Nc3ccc4c(c3)OCO4)c2cc1OC | . | -1% | -9%
COc1ccccc1C(=O)NNC(=O)c1cccc(Cl)c1 | 6% | -30% | -8%
O=C(COC(=O)CCc1ccccc1)Nc1ccccc1OC(F)F | . | -12% | -3%
CC(C)[C@H](NC(=O)c1ccco1)C(=O)OCC(=O)N1CCc2ccccc21 | 0% | ? | -3%
CC(=O)Nc1ccc(S(=O)(=O)NCCC(=O)NCCc2ccc(F)cc2)cc1 | 1% | -8% | 2%
CCCN(CCC)c1nc2c(C)cccn2c(=O)c1/C=C1/SC(=S)N(Cc2ccco2)C1=O | . | ? | -2%
CC(C)CN(C(=O)COC(=O)CSc1ccccc1F)c1c(N)n(Cc2ccccc2)c(=O)[nH]c1=O | . | -6% | 1%
COc1ccc(C(=S)N2CCOCC2)cc1OC(=O)c1ccc([N+](=O)[O-])cc1[N+](=O)[O-] | . | -24% | -6%
CC1(c2ccccc2)ON(c2ccccc2C(F)(F)F)C1=O (stereo unspecified) | -8% | . | 1%
CCC(C)(C)C1CCc2[nH]nc(C(=O)NCc3ccccn3)c2C1 (stereo unspecified) | -2% | 23µM* | 1%
COc1ccc([C@@H]2CC=C(C(=O)O)[C@H](c3ccc(Cl)cc3)N2S(=O)(=O)c2ccc(C)cc2)cc1OC | 3% | -8% | -11%
CC(SCCc1ccccn1)C(=O)O (stereo unspecified) | 0% | 16% | -2%
COc1cccc(NC(=O)c2ccco2)c1 | 5% | -28% | -2%
Cc1ccc(NC(=S)/C(=C(\[O-])c2ccc(F)cc2)[n+]2ccccc2)cc1 | 5% | ? | 0%
CNC(=O)c1c(NC(=O)c2ccco2)sc2c1CCC2 | 3% | ? | -34%
Cn1cc(CCC(=O)N2CCCC(N3CCN(c4ccccc4F)CC3)C2)cn1 (stereo unspecified) | 4% | 14% | -7%
NC(=O)CSc1nnc(-c2ccccc2Br)n1-c1cccc(C(F)(F)F)c1 | 1% | ? | 1%
COc1ccc(C(=O)NC(=S)Nc2cccc3cc(O)ccc23)cc1OC | 3% | -3% | -14%
CCOc1cc2[nH]c(=O)n(Cc3ccc(C(=O)NCCCN4CCC(C)CC4)cc3)c(=O)c2cc1OCC | 2% | 23µM* | 4%
CS(=O)(=O)N(CC(=O)N1CCCCC1)Cc1ccccc1 | . | -26% | -14%
CC(C)C[C@H](N)C(=O)N1CCC(C(=O)N[C@H](C(=O)NCc2ccc(F)cc2)C(C)C)CC1 | . | -21% | 9%
Clc1ccccc1OCCn1cnc2ccccc21 | 4% | -22% | 3%
O=C(CN1C(=O)c2ccccc2C1=O)NCC1CCCO1 (stereo unspecified) | -1% | -4% | -6%
O=C(CSc1nnc(COc2ccc(Cl)cc2)o1)NC1CC2CCC1C2 (stereo unspecified) | . | ? | -3%
COc1ccc(C2=NOC(Cn3nc(C(=O)NCc4ccc(OC(F)(F)F)cc4)cc3-c3ccccc3)C2)cc1 (stereo unspecified) | -3% | ? | -6%
O=C(COc1cc(O)c2c(=O)cc(-c3ccccc3)oc2c1)c1cccc([N+](=O)[O-])c1 | . | ? | -11%

Some of the entries so far, with two lines to a compound.
Each structure is followed by: TDP1 inh, DT40 TDP1 no CPT, KAT2A inh
- CCC(C)(C)C1CCc2[nH]nc(C(=O)NCc3ccccn3)c2C1 (stereo unspecified)
→ -2%, 23µM*, 1%
- COc1ccc([C@@H]2CC=C(C(=O)O)[C@H](c3ccc(Cl)cc3)N2S(=O)(=O)c2ccc(C)cc2)cc1OC
→ 3%, -8%, -11%
- CC(SCCc1ccccn1)C(=O)O (stereo unspecified)
→ 0%, 16%, -2%
- COc1cccc(NC(=O)c2ccco2)c1
→ 5%, -28%, -2%
- Cc1ccc(NC(=S)/C(=C(\[O-])c2ccc(F)cc2)[n+]2ccccc2)cc1
→ 5%, ?, 0%
- CNC(=O)c1c(NC(=O)c2ccco2)sc2c1CCC2
→ 3%, ?, -34%
- Cn1cc(CCC(=O)N2CCCC(N3CCN(c4ccccc4F)CC3)C2)cn1 (stereo unspecified)
→ 4%, 14%, -7%
- NC(=O)CSc1nnc(-c2ccccc2Br)n1-c1cccc(C(F)(F)F)c1
→ 1%, ?, 1%
- COc1ccc(C(=O)NC(=S)Nc2cccc3cc(O)ccc23)cc1OC
→ 3%, -3%, -14%
- CCOc1cc2[nH]c(=O)n(Cc3ccc(C(=O)NCCCN4CCC(C)CC4)cc3)c(=O)c2cc1OCC
→ 2%, 23µM*, 4%
- CS(=O)(=O)N(CC(=O)N1CCCCC1)Cc1ccccc1
→ ., -26%, -14%
- CC(C)C[C@H](N)C(=O)N1CCC(C(=O)N[C@H](C(=O)NCc2ccc(F)cc2)C(C)C)CC1
→ ., -21%, 9%
- Clc1ccccc1OCCn1cnc2ccccc21
→ 4%, -22%, 3%
- O=C(CN1C(=O)c2ccccc2C1=O)NCC1CCCO1 (stereo unspecified)
→ -1%, -4%, -6%

Carrying on:
structure | TDP1 inh | DT40 TDP1 no CPT | KAT2A inh
COc1ccc(Nc2nc3ccccc3n2C)cc1 | . | -2% | -2%
CN1CCN(c2nc3c(=O)[nH]c(N)nc3n2C2OC(CO)C(O)C2O)CC1 (stereo unspecified) | 1% | -5% | .
COc1ccc(-c2[nH]c3c(c2-c2c(-n4cccc4)n(C)c(=O)n(C)c2=O)c(=O)n(C)c(=O)n3C)cc1 | -1% | -7% | -9%
CC(NC(=O)CNC(=O)c1ccco1)c1ccccc1 (stereo unspecified) | 9% | -19% | 0%
Cc1ccc(S(=O)(=O)N2CCOCC(=O)NCCOCCNC(=O)COCC2)cc1 | 1% | -8% | 0%
C/C(CC1(O)/C(=N/O)CCc2nonc21)=N\O (stereo unspecified) | -7% | -3% | -5%
Cc1ccc(-c2nnc3sc(-c4ccncc4)nn23)cc1 | 11% | -22% | 3%
COc1ccc(S(=O)(=O)N2CCOCC2)cc1NC(=O)c1ccc2c(c1)OCCO2 | 2% | ? | -8%
COc1ccc(-c2nnc(SCC(=O)c3ccco3)n2-c2ccccc2)cc1 | -1% | ? | -3%
CC1Cc2ccccc2N1CC(=O)NC(c1ccccc1)c1ccccc1 (stereo unspecified) | 5% | ? | 1%
CCc1cccc(C)c1NC(=S)N(CCN(C)C)Cc1cccs1 | 11% | ? | -8%
Cc1ccccc1-c1ccc2ncnc(N(C)Cc3ccco3)c2c1 | . | ? | -24%
COC(=O)c1sc(S(=O)(=O)N2CCN(CCO)CC2)c(C(=O)OC)c1C | -5% | 0% | -1%
CCOC(=O)C1CCCN(S(=O)(=O)c2cc3c4c(c2)CCC(=O)N4CCC3)C1 (stereo unspecified) | 0% | 21µM* | -1%
Cc1cc(C)c2cc(CN(Cc3nnnn3C3CCCCC3)CC3CCCO3)c(=O)[nH]c2c1 (stereo unspecified) | 5% | 13µM* | -9%
COc1ccc(N(CC(=O)NN=C2CCN(C)CC2)S(=O)(=O)c2ccc(NC(C)=O)cc2)cc1 | . | -1% | -2%
C/C(=N\NC(=O)c1ccc(Br)o1)c1cc2c(cc1NC(=O)CCC(=O)O)OCO2 | 3% | -4% | -4%
O=C(Cn1ncc2c([nH]c3ccccc32)c1=O)NCc1cccc(Cl)c1 | 6% | -13% | -7%
Cc1ccc(S(=O)(=O)Cn2nnnc2CN2CCCC3(CCCCC3)C2)cc1 | 2% | ? | -9%
CSc1ccccc1OCc1cc(C(=O)NC2CCc3ccccc32)no1 (stereo unspecified) | 4% | 7% | -3%
Nc1nc2c(c(=O)[nH]1)C(c1ccccc1)C1=C(N2)c2ccccc2C1=O (stereo unspecified) | . | -18% | -15%
O=C(CN1C(=O)c2ccccc2C1=O)Nc1ccccc1C(=O)NC1CCCCCC1 | 3% | -26% | -11%
Cc1cc(C)c(NC(=O)CN(C)C(=O)CNC(=O)c2cccs2)c(C)c1 | -1% | -7% | -3%
Cc1cccc(NC(=O)N2CCN(Cc3ccc(Cl)cc3)CC2)c1 | 3% | ? | -8%
O=C(CN1C(=O)COc2ccccc21)Nc1ccc(N2CCOCC2)cc1 | 3%[56.1 µM] | 9% | -24%
CCOC(=O)C1CCN(C(=O)c2cc(CN3C(=O)c4ccccc4C3=O)ccc2OCC)CC1 | -11%[0.505 µM] | ? | 1%
O=C(CCc1nc2ccccc2c(=O)[nH]1)OCCOc1ccc(Cl)cc1 | ? | -25% | -13%
CCOC(=O)c1ccc(N2C(=O)c3[nH]nc(-c4ccc(C)cc4)c3C2c2cccc(F)c2)cc1 (stereo unspecified) | 5% | ? | -14%
COc1ccc(CNC(=O)Cc2ccc(NC(=O)C3=C(C)OCCS3)cc2)cc1 | . | 2.1µM* | ?
CC(=O)c1cccc(NC(=O)C2=CC(c3cccs3)=NS(=O)(=O)N2C)c1 | 7% | ? | -13%
COc1ccc(CCNC(=O)c2ccc(CN3CCC(Cc4ccccc4)CC3)cc2)cc1 | 3% | -5% | -6%
